Screening data deposited in PubChem by several laboratories.
MBD2 inh: MBD2-methylated oligo binding inhibition; actives 0.31% (n = 370,000); inhibition, % at 4.4 µM; TR-FRET, MBD2 binding to methylated oligonucleotide; AID 686964; Q9UBB5; in the data active = inhibition above about 13%
Target sequence (Q9UBB5 whole entry, looked up): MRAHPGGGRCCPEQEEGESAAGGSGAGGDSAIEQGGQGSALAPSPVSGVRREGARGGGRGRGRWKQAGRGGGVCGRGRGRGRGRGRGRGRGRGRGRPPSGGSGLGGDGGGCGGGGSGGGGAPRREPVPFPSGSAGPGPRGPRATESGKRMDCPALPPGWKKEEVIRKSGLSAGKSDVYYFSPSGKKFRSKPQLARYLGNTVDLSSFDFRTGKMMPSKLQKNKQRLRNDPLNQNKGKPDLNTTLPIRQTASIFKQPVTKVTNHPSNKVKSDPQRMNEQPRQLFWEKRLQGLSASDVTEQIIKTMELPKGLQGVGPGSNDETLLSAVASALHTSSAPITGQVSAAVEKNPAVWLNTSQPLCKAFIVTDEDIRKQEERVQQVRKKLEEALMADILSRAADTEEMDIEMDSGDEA
Rev-erbA mod: Rev-erb alpha (human) modulation. P20393. Rev-erbα–FITC-DNA binding, fluorescence polarization, 90 min. activity, % at 10 µM. actives 0.79% (n = 370,000). AID 1259318;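 active = activity above about 14%, limit read from the data; passing the limit was not always enough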;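 note: 0% = DMSO wells with 35 nM protein and 100% = DMSO wells with 750 nM protein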
DAX1 inh-1: inhibitors of human orphan nuclear receptor DAX1 (NR0B1); HEK293 Gal4-DAX1 luciferase reporter, luminescence; AID 504766; inhibition, % at 6.75 µM; actives 0.99% (n = 340,000);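 active = inhibition above the mean over all tested compounds plus 3 SD, cut at about 4.2% in these data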;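 note: 0% = DAX1-transfected cells with DMSO and 100% = empty-vector control cells with DMSO; inhibition shows as a rise in luminescence from relieved DAX1 repression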
hgDAF-12 ag: hgDAF-12 agonism, primary luciferase screen; HEK293 GAL4-hgDAF12 UAS-luciferase reporter, agonist luminescence; normalized to butyrate control; activation, % at 6.8 µM; actives 1.8% (n = 370,000); AID 687014;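 active = activation above a cutoff set at the mean of all screened compounds plus 3 SD, cut at about 10% in these data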;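 note: 0% = DMSO wells and 100% = sodium butyrate wells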
PLC-gamma1 inh: PLC-gamma1 (human) inhibition, primary screen; P19174; purified PLC-gamma1, fluorogenic substrate, fluorescence; inhibition, % at 12.2 µM; actives 0.84% (n = 370,000); in the data active = inhibition above about 9.5%
SMARCA2 activ: activators of SMARCA2 function; MG213 cells, MMTV-luciferase reporter, dexamethasone, overnight; AID 652017; actives 1% (n = 370,000); activation, % at 9.1 µM; in the data active = activation above about 7.8%;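 note: 0% = vehicle wells and 100% = reference activator wells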
DAX1 inh-2: blocks DAX1 repression of SF-1 activated StAR promoter; HEK293T StAR-luciferase reporter, SF-1/DAX-1 repression relief; inhibition, % at 6.8 µM; actives 1.1% (n = 370,000); AID 652010;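 active = inhibition above the mean over all tested compounds plus 3 SD, cut at about 3.6% in these data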;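 note: 0% = DAX-1 cells with DMSO and 100% = cells lacking DAX-1 with DMSO; higher inhibition means more luminescence from relief of DAX-1 repression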
ADAM17 inh: ADAM17 inhibition, QFRET primary screen; recombinant ADAM17, EDANS/DABCYL FRET peptide cleavage; inhibition, % at 6.95 µM; actives 0.83% (n = 370,000);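 active = inhibition above the mean of compounds lying between control limits plus 3 SD, set per campaign, cut at about 8.5% in these data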;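 note: 0% = DMSO-only wells as the low control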
Target sequence (P78536 215-824 limits assumed): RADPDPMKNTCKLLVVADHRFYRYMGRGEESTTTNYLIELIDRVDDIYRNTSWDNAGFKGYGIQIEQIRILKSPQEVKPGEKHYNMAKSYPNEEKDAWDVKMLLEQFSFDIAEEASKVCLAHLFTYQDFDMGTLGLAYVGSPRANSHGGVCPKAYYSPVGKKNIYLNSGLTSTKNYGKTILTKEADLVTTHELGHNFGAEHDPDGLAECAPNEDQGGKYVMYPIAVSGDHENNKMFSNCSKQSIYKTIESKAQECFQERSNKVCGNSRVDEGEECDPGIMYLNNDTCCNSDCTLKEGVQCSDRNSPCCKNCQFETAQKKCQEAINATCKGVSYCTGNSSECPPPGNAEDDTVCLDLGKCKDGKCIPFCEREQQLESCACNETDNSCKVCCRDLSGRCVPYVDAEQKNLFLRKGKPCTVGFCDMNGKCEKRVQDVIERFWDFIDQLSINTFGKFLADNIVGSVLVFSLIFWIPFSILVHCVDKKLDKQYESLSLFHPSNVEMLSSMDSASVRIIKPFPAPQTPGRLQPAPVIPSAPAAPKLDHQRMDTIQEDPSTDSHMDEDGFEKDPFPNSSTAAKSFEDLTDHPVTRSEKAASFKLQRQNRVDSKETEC
ssDAF12 agonist: activators of S. stercoralis DAF-12 nuclear receptor. activation, % at 6.8 µM. actives 1% (n = 370,000). HEK293 ssDAF-12/GRIP1 lit1-tk-luc reporter, luminescence; % of 3 µM dafachronic acid response;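 active = activation above the mean over all tested compounds plus 3 SD, cut at about 0.9% in these data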;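 note: 0% = DMSO-only wells and 100% = 3 µM delta7-dafachronic acid wells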
hcDAF12 agonist: activators of H. contortus DAF-12 nuclear receptor. AID 652067. actives 1.4% (n = 370,000). activation, % at 6.8 µM. HEK293 hcDAF-12 lit1-tk-luc reporter, luminescence; 0% DMSO, 100% Δ7-dafachronic acid;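 active = activation above the mean of all tested compounds plus 3 SD, cut at about 5.5% in these data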;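 note: 100% = response to 3 µM Δ7-dafachronic acid high control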
PLCb3 inh: blocks human PLC-beta3 enzyme activity; Q01970; inhibition, % at 12.2 µM; actives 0.18% (n = 370,000); Purified PLC-beta3, fluorogenic substrate, fluorescence; in the data active = inhibition above about 11%;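 note: 0% = median of compound wells on plate and 100% = full blocker control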
* marks the source's active call; other numbers are inactive results; i = inactive; . = no result given.

SMILES	MBD2 inh	Rev-erbA mod	DAX1 inh-1	hgDAF-12 ag	PLC-gamma1 inh	SMARCA2 activ	DAX1 inh-2	ADAM17 inh	ssDAF12 agonist	hcDAF12 agonist	PLCb3 inh
COc1ccc(NC(=O)N2CCCC(C(=O)NC(C)C)C2)cc1 (stereo not drawn)	-1	0	-1.0	0.7	4	-2	1.2	-16	-1.0	-0.4	3
CCC1CCCCN1C(=O)COC(=O)CSc1ccc(C(N)=O)cc1[N+](=O)[O-] (stereo not drawn)	4	-2	0.4	-2.5	5	-2	1.1	-5	-0.6	-0.7	-5
COCCN(C(=O)COC(=O)COc1ccc2c(c1)CCC2)c1c(N)n(Cc2ccccc2)c(=O)[nH]c1=O	1	-5	-0.6	-1.9	5	-3	0.1	-1	-1.0	-1.8	-8
C#CCNC(=O)C[C@H]1C(=O)N(Cc2ccc(OC)cc2)C2=CCCC[C@@]21C(=O)OCC	-3	-9	.	-2.4	-1	-4	0.2	1	-2.1	-3.1	2
CCc1ccc(/C=C2\SC(=S)N(CCCC(=O)NC3=NCCS3)C2=O)cc1	10	3	-1.5	-13	0	-11	-1.7	-1	-2.6	-4.8	2
CCOC(=O)c1cnc2c(C(F)(F)F)cccc2c1N1CCN(C)CC1	1	-3	-0.1	1.5	3	-3	-0.6	-1	-1.3	-1.2	-5
COC(=O)[C@]12C[C@H](CC(=O)NCc3ccc(OC)c(OC)c3)C(=O)N(Cc3cccc4ccccc34)C1=C[C@H](C(C)C)O[C@@H]2C1CC1	-1	-1	.	-3.2	-1	-4	-0.8	3	-1.6	-3.3	2
Cc1ccccc1NC(=O)CC1SC(=Nc2ccc(O)cc2)NC1=O (stereo not drawn)	6	-3	1.2	-3.1	1	-1	-0.2	0	-1.3	0.3	-5
Cc1cc(C(C)(C)C)cc(S(=O)(=O)Nc2ccc(O)c(C(=O)O)c2)c1C	-2	6	0.2	1.5	2	-1	-0.2	2	-1.2	0.5	0
CC(C)Cn1c(SCC(=O)NC2CCCc3ccccc32)nc(O)cc1=O (stereo not drawn)	-1	-7	-0.1	-0.8	7	4	0.3	3	-1.2	-1.4	3
Cc1c(N/C=C/C(=O)C(F)(F)F)c(=O)n(-c2ccccc2)n1C	3	5	-0.6	1.2	-6	-4	-0.2	1	-1.0	-1.0	-4
Cc1ccc(-c2nnc(N3CCCCC3)c3ccccc23)cc1S(=O)(=O)N(C)C	4	0	-0.7	1.2	3	-2	-0.4	-4	-0.8	1.3	-1
COc1ccc(CNC(=O)c2ccc(CS(=O)(=O)Cc3ccccc3F)o2)cc1	3	-2	0.2	-0.7	-3	-1	-1.0	-1	-0.8	-1.8	0
Cc1noc(C)c1CCC(=O)NC1CCCN(Cc2ccc(Cl)cc2)C1 (stereo not drawn)	2	-7	-0.2	-0.3	0	-1	-0.7	0	-0.9	0.5	-5
COc1cc(C2C(=O)c3ccccc3C2=O)ccc1O	-1	4	0.9	-0.3	i	3	0.6	-25	-1.7	-1.3	i
O=C(c1ccccc1)c1ccc(-c2ccccc2C(=O)NC2CCCCN(Cc3ccc(Cl)cc3)C2=O)cc1 (stereo not drawn)	0	6	.	3.5	2	-1	-0.8	-1	-0.9	-0.9	2
S=C(NCc1ccccc1)NCc1ccc2c(c1)OCO2	-1	-3	-1.7	0.0	3	0	0.1	-2	-0.7	-2.1	-1
O=c1[nH]c2ccc(S(=O)(=O)N3CCN(C4CCCCC4)CC3)cc2[nH]c1=O	-3	-4	-0.7	-1.1	-37	-1	0.2	-29	-1.5	-1.5	-57
COc1ccc(C(=O)N/N=C\c2coc3ccccc3c2=O)cc1	-1	0	-2.2	-0.5	0	-4	0.4	-1	-1.6	3.8	-8
COc1ccc(S(=O)(=O)N(C)c2ccc(C(=O)NCC3CCCO3)cc2)cc1OC (stereo not drawn)	-6	3	-0.8	-2.7	4	2	-0.8	-4	-0.7	-1.3	-3
Cc1cccc(N2C(=O)CC(N3CCN(c4cccc(C(F)(F)F)c4)CC3)C2=O)c1 (stereo not drawn)	3	1	0.4	-0.1	1	-4	0.2	0	-1.2	-1.8	3
CC(C)c1ccc(S(=O)(=O)N(C)C2(C)CCS(=O)(=O)C2)cc1 (stereo not drawn)	2	4	1.1	0.9	3	-1	-0.7	-4	-0.7	1.0	-8
CNC(=O)COC(=O)c1ccc(-c2nc3ccccc3s2)s1	2	11	0.6	0.0	-13	1	1.5	-41	-0.2	3.2	-22
CC(=O)N1CCN(c2ccc(NC(=O)c3ccc(Br)o3)cc2Cl)CC1	1	0	-1.2	0.3	4	5	0.2	-3	-1.6	-0.7	-11
Cc1ccc(S(=O)(=O)CCC(=O)Oc2ccc3c(C)cc(=O)oc3c2)cc1	5	-8	-0.3	0.9	i	-2	-1.7	i	-0.9	0.3	i

Shown with two lines to a compound: part of the list above
Results follow in this order: MBD2 inh, Rev-erbA mod, DAX1 inh-1, hgDAF-12 ag, PLC-gamma1 inh, SMARCA2 activ, DAX1 inh-2, ADAM17 inh, ssDAF12 agonist, hcDAF12 agonist, PLCb3 inh
- O=C(c1ccccc1)c1ccc(-c2ccccc2C(=O)NC2CCCCN(Cc3ccc(Cl)cc3)C2=O)cc1 (stereo not drawn)
  0, 6, ., 3.5, 2, -1, -0.8, -1, -0.9, -0.9, 2
- S=C(NCc1ccccc1)NCc1ccc2c(c1)OCO2
  -1, -3, -1.7, 0.0, 3, 0, 0.1, -2, -0.7, -2.1, -1
- O=c1[nH]c2ccc(S(=O)(=O)N3CCN(C4CCCCC4)CC3)cc2[nH]c1=O
  -3, -4, -0.7, -1.1, -37, -1, 0.2, -29, -1.5, -1.5, -57
- COc1ccc(C(=O)N/N=C\c2coc3ccccc3c2=O)cc1
  -1, 0, -2.2, -0.5, 0, -4, 0.4, -1, -1.6, 3.8, -8
- COc1ccc(S(=O)(=O)N(C)c2ccc(C(=O)NCC3CCCO3)cc2)cc1OC (stereo not drawn)
  -6, 3, -0.8, -2.7, 4, 2, -0.8, -4, -0.7, -1.3, -3
- Cc1cccc(N2C(=O)CC(N3CCN(c4cccc(C(F)(F)F)c4)CC3)C2=O)c1 (stereo not drawn)
  3, 1, 0.4, -0.1, 1, -4, 0.2, 0, -1.2, -1.8, 3
- CC(C)c1ccc(S(=O)(=O)N(C)C2(C)CCS(=O)(=O)C2)cc1 (stereo not drawn)
  2, 4, 1.1, 0.9, 3, -1, -0.7, -4, -0.7, 1.0, -8
- CNC(=O)COC(=O)c1ccc(-c2nc3ccccc3s2)s1
  2, 11, 0.6, 0.0, -13, 1, 1.5, -41, -0.2, 3.2, -22
- CC(=O)N1CCN(c2ccc(NC(=O)c3ccc(Br)o3)cc2Cl)CC1
  1, 0, -1.2, 0.3, 4, 5, 0.2, -3, -1.6, -0.7, -11
- Cc1ccc(S(=O)(=O)CCC(=O)Oc2ccc3c(C)cc(=O)oc3c2)cc1
  5, -8, -0.3, 0.9, i, -2, -1.7, i, -0.9, 0.3, i

The list continues:
SMILES	MBD2 inh	Rev-erbA mod	DAX1 inh-1	hgDAF-12 ag	PLC-gamma1 inh	SMARCA2 activ	DAX1 inh-2	ADAM17 inh	ssDAF12 agonist	hcDAF12 agonist	PLCb3 inh
COc1ccccc1N1C(=O)Cc2ccccc2C1=O	-1	1	1.0	1.6	-9	-1	-0.1	-4	-0.9	0.5	-21
CCNC(=O)CC1C(=O)N(c2ccc(F)cc2)C(=O)N1CCc1ccc(OC)cc1 (stereo not drawn)	-7	2	1.9	3.0	3	4	0.0	-1	-1.4	-0.6	3
COC(=O)c1ccccc1OCc1cc(=O)oc2ccc(C)cc12	-8	-17	.	9.2	2	-5	0.8	2	-0.9	0.2	-3
Cc1cc(NC(=O)CCC(=O)N(CC(=O)NC2CCCC2)c2ccc3c(c2)OCCO3)no1	-1	1	0.6	2.3	-1	0	-0.9	-3	-1.3	0.2	1
COC(=O)[C@@]1(Cc2ccc(F)cc2)[C@H]2C(CC(=O)C(=O)N3CCCC3)C(=O)C[C@H]2CN1C(=O)c1ccccc1 (stereo partly drawn)	-4	-2	.	3.8	-5	-1	-1.2	-2	-1.4	-1.5	-8
COc1cc(CNc2ncn[nH]2)ccc1OCC(=O)NC(C)(C)C	2	3	0.8	1.3	-2	-2	0.3	-4	-1.0	-0.3	0
O=C(CSc1nnc(-c2ccccc2)n1-c1ccc(Cl)cc1)N/N=C/c1ccccc1C(=O)O	5	-2	0.5	-0.8	0	-4	-0.1	-4	-1.0	-1.9	-8
C/C(=N\NC(N)=S)C1C2C3CC4C5CC(C42)C1C53 (stereo not drawn)	-4	-1	-0.7	2.4	2	-4	-2.6	0	-1.6	-2.2	0
O=C(c1ccccc1NS(=O)(=O)c1ccc(Br)s1)N1CCOCC1	-1	-4	1.3	-0.1	2	-1	0.2	-4	-1.0	-1.5	1
Cc1c([N+](=O)[O-])cc(C(=O)Oc2ccc(Br)cc2C(=S)N2CCCCC2)cc1[N+](=O)[O-]	9	-2	-0.6	0.7	1	1	-0.5	-2	-1.2	0.0	2
CC(C)[C@H](NC(N)=O)C(=O)Nc1cccc(S(=O)(=O)N2CCOCC2)c1	-2	-3	0.3	-3.2	1	1	0.3	2	-1.2	-0.1	2
CCc1sc(C(=O)Nc2cccc(C(C)=O)c2)cc1C	-3	-3	0.2	8.8	-1	-1	-0.2	-1	-1.2	0.8	5
Cc1ccc(N2C(=O)/C(=C/c3ccco3)SC2=S)cc1	2	-4	0.8	8.0	7	2	-0.1	3	-0.2	3.3	-4
CCC(=O)N(Cc1cc(=O)[nH]c2ccccc12)C1CCCCC1	4	-3	0.0	1.8	1	-1	-0.7	-1	-0.7	2.6	-2
CC(Sc1nc(C(F)(F)F)nc2ccccc12)C(=O)NC1CCCC1 (stereo not drawn)	-5	1	-0.7	-0.9	-3	-2	-0.7	-3	-1.0	-0.9	2
CCC(=O)NC(=S)Nc1ccc(NC(=O)c2ccco2)c(OC)c1	1	3	-0.5	-2.1	4	-1	0.3	1	-1.3	-2.6	8
COc1ccccc1N(C)S(=O)(=O)c1ccc(C(=O)OCC(=O)NCCC2=CCCCC2)cc1	1	-3	-2.6	-7.8	-1	-4	-2.1	5	-2.0	-5.8	1
CCC(C)(C)n1nnnc1C(C(C)C)N(Cc1cccnc1)Cc1ccco1 (stereo not drawn)	-5	.	-0.8	3.9	4	0	-0.3	-1	-1.1	-0.9	-2
C(=C\c1ccccc1)/CN1CCN(Cc2ccc3c(c2)OCO3)CC1	1	4	-0.1	-0.8	7	-1	0.2	4	-0.6	1.0	-3
COc1ccc(-n2cc(CN(C)Cc3n[nH]c(=O)[nH]3)c(-c3cccc(F)c3)n2)cc1	3	2	1.9	-2.1	-7	0	0.6	-8	-2.1	-0.7	-11
CC(=O)N1CCN(C(=S)NC(=O)c2c(-c3ccccc3Cl)noc2C)CC1	1	-1	0.6	-3.5	-3	-2	0.8	-5	-0.7	0.1	-5
O=[N+]([O-])c1ccc2nc(-c3ccccc3)n(OCc3ccc(Cl)cc3)c2c1	-2	2	2.1	6.6	-1	3	1.8	-2	-0.7	2.1	0
S=C(NCc1ccco1)NCC(c1ccco1)N1CCCCC1 (stereo not drawn)	1	-5	-0.7	-0.2	5	-5	1.1	1	-1.4	-1.2	2
CN(Cc1cnccn1)C(=O)C1CCC(=O)N(CCc2ccc(Cl)cc2)C1 (stereo not drawn)	-3	1	1.3	-0.6	0	0	0.3	-2	-0.9	0.3	-7
